Compound activity: PubChem, The Scripps Research Institute Molecular Screening Center
UHRF1 binding = UHRF1 methyl-DNA binding inhibition; Q96T88; UHRF1 binding to methylated oligo, TR-FRET; inhibition, % at 4.4 µM; 0.75% of 370,000 active; AID 687016; in the data active = inhibition above about 21%;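 also: UHRF1 SRA domain binding a hemimethylated CpG hairpin DNA probe; 0% = median of test compound wells and 100% = reference inhibitor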
Tn7 DDE FP = DD(E)-Tn7 binding inhibition, primary FP screen; P02675; FP displacement of FITC-Tn7 peptide from fibrin DD(E); 0% = median of compound wells per plate; inhibition, % at 8.3 µM; 0.13% of 370,000 active; AID 720508;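 active = inhibition above the mean of compounds falling within the control limits plus 3 SD of them, cut at about 14% in these data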;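 also: 0% = plate median of compound wells and 100% = 10 µM Aha-Tn7 peptide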
Target sequence (P02675 whole entry, looked up): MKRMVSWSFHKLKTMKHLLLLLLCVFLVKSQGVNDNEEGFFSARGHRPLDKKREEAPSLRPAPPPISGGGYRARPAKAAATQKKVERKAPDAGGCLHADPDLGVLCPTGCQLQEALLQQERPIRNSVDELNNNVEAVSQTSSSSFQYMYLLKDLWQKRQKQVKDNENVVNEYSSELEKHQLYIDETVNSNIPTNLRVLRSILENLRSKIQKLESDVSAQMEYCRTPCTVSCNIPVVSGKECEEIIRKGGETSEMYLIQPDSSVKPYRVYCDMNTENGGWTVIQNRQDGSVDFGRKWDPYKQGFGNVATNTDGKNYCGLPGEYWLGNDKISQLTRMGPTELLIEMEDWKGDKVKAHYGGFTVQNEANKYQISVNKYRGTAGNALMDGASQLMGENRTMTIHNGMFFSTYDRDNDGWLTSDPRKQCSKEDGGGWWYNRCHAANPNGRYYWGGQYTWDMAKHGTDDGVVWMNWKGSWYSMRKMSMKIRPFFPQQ
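Assay system: human fibrin DD(E) protein / Input: 2 µM fibrin DD(E) / Benchmarks: high control of 10 µM Aha-Tn7 peptide / Measured by: fluorescence polarization of the labelled Tn7 tracer / Medium: Tris buffer with calcium and detergent, pH 7.8 / Timing: 10 min compound pre-incubation, 3 h probe incubation at room temperature / Repeats: one replicate per compound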
PRMT1 FP inh = blocks human protein arginine methyltransferase 1; Q99873; inhibition, % at 2.79 µM; recombinant PRMT1, activity-based probe fluorescence polarization; 1.3% of 370,000 active;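 active = inhibition above about 21% made by adding two undisclosed values, limit read from the data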
SIAE inh = blocks human sialic acid acetylesterase | Q9HAT2 | SIAE FP-Rh probe binding, fluorescence polarization | inhibition, % at 9.66 µM | 0.69% of 370,000 active | AID 1053197;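 active = inhibition above a cutoff: mean of compounds within the control limits plus 3 SD of those, cut at about 17% in these data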;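 also: 0% = plate median of compound wells and 100% = probe without SIAE protein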
proKLK7 act = proKLK7 (human) activation, primary screen | P49862 | purified proKLK7, EDANS-DABCYL substrate fluorescence; 100% is mature enzyme control, 0% vehicle | activation, % at 7 µM | 0.9% of 370,000 active | AID 652039;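 active = activation above the mean of all tested compounds plus 3 SD, computed per campaign excluding outliers beyond control limits, cut at about 13% in these data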
Target sequence (P49862 whole entry, looked up): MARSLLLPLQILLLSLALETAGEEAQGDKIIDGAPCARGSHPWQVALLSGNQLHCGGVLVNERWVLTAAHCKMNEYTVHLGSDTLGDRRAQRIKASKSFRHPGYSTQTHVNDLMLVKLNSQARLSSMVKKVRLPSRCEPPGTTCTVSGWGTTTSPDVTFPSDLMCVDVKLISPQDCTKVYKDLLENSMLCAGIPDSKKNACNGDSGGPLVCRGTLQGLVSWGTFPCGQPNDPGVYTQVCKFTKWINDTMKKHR
DDE Tn6 FP inh = inhibitors of Tn6 peptide binding to human fibrin DD(E); 0.21% of 370,000 active; inhibition, % at 8.3 µM; AID 720509; Fibrin DD(E) TRITC-Tn6 fluorescence polarization displacement; P02675;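 active = inhibition above a per-campaign cutoff: mean of compounds within control limits plus 3 SD, cut at about 15% in these data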;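 also: 0% = median of all compound wells on the plate and 100% = blocking peptide control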
TCR-CD3 inh = inhibitors of human TCR-CD3 interaction. TAMRA-labeled TCR probe fluorescence, biochemical. inhibition, % at 9.4 µM. 0.37% of 360,000 active; in the data active = inhibition above about 19%;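 also: recombinant mutant TCR 2C K166C tagged with TAMRA read by polarization; 0% = receptor in buffer alone and 100% = receptor with positive control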
MBD2 DNA inh = inhibitors of human MBD2 binding to methylated oligonucleotide. Q9UBB5. TR-FRET. inhibition, % at 4.4 µM. 0.31% of 370,000 active. AID 686964; in the data active = inhibition above about 13%
LEDGF integ inh = blocks HIV-1 LEDGF/p75-dependent DNA integration; TR-FRET IN-LEDGF/p75 DNA integration, Eu/Cy5; inhibition, % at 3.7 µM; 0.64% of 370,000 active; AID 743269;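 active = inhibition above the screen-wide mean plus 3 SD, cut at about 13% in these data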;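 also: signal is the Cy5 over europium emission ratio at 671 and 618 nm; 0% = plate median of compound wells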
TDP2 absorb = blocks human TDP2 phosphodiesterase activity; inhibition, % at 12.8 µM; O95551; recombinant TDP2, T5PNP hydrolysis, p-nitrophenol absorbance 415 nm; 0.34% of 370,000 active;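 active = inhibition above the mean of all tested compounds plus 3 SD, set per campaign, cut at about 25% in these data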;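 also: 0% = DMSO with enzyme and 100% = buffer with substrate but no TDP2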
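Material: recombinant human TDP2; quantity: TDP2 enzyme at 120 nM final; medium: Tris-HCl pH 7.5 with MgCl2; compound: single concentration, 12.8 µM nominal, with 1% DMSO; incubation: 2 h enzyme incubation at 37 °C; signal: epi absorbance; measure: percent inhibition; benchmarks: high control without enzyme, low control DMSO plus TDP2; repeats: singlicate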
* marks the source's active call; other numbers are inactive results; / = no result given.

proKLK7 act,SIAE inh,Tn7 DDE FP,LEDGF integ inh,TCR-CD3 inh,TDP2 absorb,Molecule,MBD2 DNA inh,PRMT1 FP inh,DDE Tn6 FP inh,UHRF1 binding
2.5,5,0,1,5,9,Nc1cc2[nH]c(=O)c3ccccc3c2cc1Br,1,2,-5,0
-2.1,8,1,-4,-6,2,Cc1ccc(-c2nnc(Nc3ccc4c(c3)nc(C)n4C)c3ccccc23)cc1,5,-5,-1,1
2.1,-4,6,6,-12,7,COc1cccc(OC)c1/C=C/C(=O)NC1CCCCC1,4,3,1,4
0.4,0,1,0,4,4,Cc1ccc(S(=O)(=O)N/N=C/c2ccc3nccnc3c2)cc1,0,2,3,1
/,-2,2,-4,/,3,COC(=O)Cn1nc(-c2ccccc2)c2cccc(C(F)(F)F)c21,1,5,-1,1
0.1,-6,-2,0,0,4,Cc1ccc(S(=O)(=O)N(C)C)cc1NC(=O)C1Cc2ccccc2CN1C(=O)c1ccco1 (stereo not drawn),0,-1,-2,-2
0.0,-2,1,-5,1,-4,CCC(C)(C)NC(=O)/C=C/c1ccc(OC)c(S(=O)(=O)N2CCOCC2)c1,3,3,5,1
-0.1,1,0,-4,1,-10,COc1ccc(-n2cc(C#N)c(=O)[nH]c2=O)cc1,0,0,-3,4
0.2,-5,-4,1,-3,3,CC(C)OCCCNC(=O)c1ccc2c(c1)NC(=O)c1ccccc1S2,1,-5,2,0
1.3,-3,1,0,1,5,Fc1ccc(-n2[nH]nnc2=S)cc1N1CCCC1,0,10,6,-2
-0.1,0,0,5,6,-3,CC1(C(=O)NS(=O)(=O)c2ccc(F)cc2F)CCN1C(=O)Cc1cccc2ccccc12 (stereo not drawn),2,-2,-2,4
-0.2,-2,-7,6,3,-4,Cc1ccccc1N(C(=O)Cc1cccs1)C(C(=O)NC1CCCCC1)c1cn(C)nc1C (stereo not drawn),0,1,-5,0
0.1,1,2,4,2,3,Nc1nc(N)nc(-c2cccc(Br)c2)n1,5,-1,-4,0
0.1,-2,0,-6,-6,-8,CCOC(=O)Cc1csc(NC(=O)c2ccc(OC)c(OC)c2)n1,2,0,-5,0
-0.3,3,3,-6,0,-12,COc1cccc(CN(C)C(=O)c2cccc(S(=O)(=O)Nc3cccc(C)c3)c2)c1OC,4,1,-3,4
0.3,3,-8,3,2,-10,O=C(CNS(=O)(=O)c1ccc(Br)s1)N1CCN(C(=O)c2ccco2)CC1,-6,0,6,-1
-0.6,-1,-1,-3,0,-12,COC(=O)Cc1cc(=O)n2[nH]c(SC)nc2n1,5,8,-7,2
23*,3,-3,3,2,-6,Cc1cc(C)c2c(N)c(C(=O)Nc3ccccc3F)sc2n1,6,0,-6,2
0.1,7,-5,-5,3,3,CCOc1ccc(NC(=O)CN(C)C(=O)Cc2c[nH]c3ccccc23)cc1OCC,8,7,-12,8
-0.4,-6,7,-4,3,-9,O=C(NC1CCCN(Cc2ccc(Cl)cc2)C1)c1c(F)ccc(F)c1F (stereo not drawn),3,1,-1,4
0.3,-6,-8,1,-6,-5,CCC(=O)N1CCc2cc(S(=O)(=O)CCC(=O)Nc3nc(C)cs3)ccc21,1,1,-3,0
0.4,0,-5,2,3,-2,O=C(NC(c1ccccc1)c1ccsc1)C1CCN(Cc2ccc(Cl)c(Cl)c2)CC1 (stereo not drawn),-1,-2,-2,1
-0.1,-2,1,0,8,13,COC(=O)[C@@H]1C[C@@]2(O)[C@H](O)[C@H](O)[C@H](O)C[C@H]2N1Cc1cc(F)ccc1F,0,-2,-1,1
0.0,-5,-2,1,4,10,NC(=O)c1ccccc1NS(=O)(=O)c1ccc(F)cc1,-3,-3,5,-2

4 structures from above, sorted by SMILES length, rising.
proKLK7 act,SIAE inh,Tn7 DDE FP,LEDGF integ inh,TCR-CD3 inh,TDP2 absorb,Molecule,MBD2 DNA inh,PRMT1 FP inh,DDE Tn6 FP inh,UHRF1 binding
23*,3,-3,3,2,-6,Cc1cc(C)c2c(N)c(C(=O)Nc3ccccc3F)sc2n1,6,0,-6,2
0.1,7,-5,-5,3,3,CCOc1ccc(NC(=O)CN(C)C(=O)Cc2c[nH]c3ccccc23)cc1OCC,8,7,-12,8
0.4,0,-5,2,3,-2,O=C(NC(c1ccccc1)c1ccsc1)C1CCN(Cc2ccc(Cl)c(Cl)c2)CC1 (stereo not drawn),-1,-2,-2,1
-0.1,-2,1,0,8,13,COC(=O)[C@@H]1C[C@@]2(O)[C@H](O)[C@H](O)[C@H](O)C[C@H]2N1Cc1cc(F)ccc1F,0,-2,-1,1

Further results follow:
proKLK7 act,SIAE inh,Tn7 DDE FP,LEDGF integ inh,TCR-CD3 inh,TDP2 absorb,Molecule,MBD2 DNA inh,PRMT1 FP inh,DDE Tn6 FP inh,UHRF1 binding
-0.3,-2,7,-3,3,-5,CC1CCC(C(C)C)C(OCC(O)CNC(C)c2ccccc2)C1 (stereo not drawn),2,-2,-1,-1
-0.3,8,1,3,2,-8,CCN(CC(=O)Nc1c(F)cccc1F)C(=O)C1COc2ccccc2O1 (stereo not drawn),-2,1,-1,0
-0.3,6,2,-6,-7,-3,COc1ccc(N/C=C\C(=O)c2ccc(Br)cc2)cc1OC,-5,-1,-1,-3
-0.2,1,1,-1,1,-4,COc1ccccc1N1CC(O)=C(c2nc3ccccc3c(=O)[nH]2)C1=N,-6,-1,4,0
0.4,0,-5,0,4,6,O=C1Nc2ccccc2/C1=C/c1ccc([N+](=O)[O-])cc1,3,4,-13,-1
0.1,-4,3,0,-2,5,Cc1cccc(C(=O)Nc2cccc(S(=O)(=O)NCc3ccco3)c2)c1,-3,3,-5,0
0.2,1,0,1,13,-6,O=C(COc1ncnc2cc(Cl)ccc12)c1ccc2c(c1)OCCO2,-1,-2,10,4
-0.1,3,2,1,6,6,Cc1cc2c(c(=O)o1)C1(C(=O)N(CC(=O)O)c3ccccc31)C(C#N)=C(N)O2 (stereo not drawn),1,0,5,-3
-0.1,-2,-6,3,-4,5,O=c1[nH]c(-c2ccc3c(c2)OCO3)nc2c1sc(=S)n2-c1ccccc1,2,-2,-3,1
-0.7,5,-4,5,-5,11,O=C1c2ccccc2C(=O)N1c1cccc2cccnc12,-1,5,-1,-2
-0.2,-7,-1,4,1,-17,CCOC(=O)c1ccccc1NC(=O)COC(=O)CCC1CCCC1,-9,-3,2,3
0.0,14,0,5,12,-3,CC(C)=CCCC1(C)C=Cc2c(c(C)cc3c2[nH]c2cc(O)ccc23)O1 (stereo not drawn),4,-2,-10,-3
-0.3,5,-3,1,-3,-5,CC(CN1C(C)CCCC1C)OC(=O)c1ccccc1F (stereo not drawn),-5,-4,-5,1
-0.1,0,4,-1,0,1,O=C(N/N=C/c1ccco1)C1CC1,3,0,2,-1
-1.1,1,-4,-3,6,8,CCOc1cc(/C=N/NC(=O)c2ccncc2)ccc1OS(C)(=O)=O,2,-2,-1,-1
-0.2,-10,4,-3,10,-5,COc1ccc(CC(=O)NC(=S)Nc2ccc(S(=O)(=O)NC(C)(C)C)cc2)cc1,2,0,1,-1
-0.6,1,-8,1,-1,-3,Oc1ccc(-c2onc(C(F)(F)F)c2-c2cscn2)c(O)c1,-3,-2,3,1
0.3,-1,-1,0,-9,-11,Cc1ccc(CN2CCN(Cc3nc(C(C)C)cs3)CC2CCO)cc1 (stereo not drawn),-4,6,-5,0
0.2,-2,2,-2,2,0,CCOC(=O)N1CCC(NC(=O)CCC(=O)N2CC(C)Oc3ccccc32)CC1 (stereo not drawn),-4,-2,15,-1
-0.2,14,0,2,-10,5,COCCN(CCOC)S(=O)(=O)c1ccc(C(=O)NCCCN2CCOCC2)cc1,5,-2,-2,1
-0.2,-4,-1,6,2,8,CC1(C(=O)NS(=O)(=O)c2ccc(Cl)cc2)CCN1C(=O)Cc1ccccc1Cl (stereo not drawn),-3,-3,6,0
0.7,-5,-3,-1,7,-2,CC(O)CNc1ccc(-c2nn(C)c(=O)c3ccccc23)cc1[N+](=O)[O-] (stereo not drawn),-20,1,-3,-17
0.5,0,2,3,7,1,CCCc1nc2sc3c(SCC(=O)NCc4ccco4)ncnc3c2c2c1CCC2,-6,-4,6,-2
0.0,-6,2,0,4,1,Cn1c(SCC(=O)Nc2cccc(Br)c2)nnc1-c1cc2ccccc2o1,-6,-4,3,-3
-0.4,-1,-5,-1,2,7,O=C(c1ccc(S(=O)(=O)N2CCCC2)cc1)N(Cc1ccco1)C1CCS(=O)(=O)C1 (stereo not drawn),-6,1,-1,0
-0.1,-4,8,-3,5,6,Cc1cc(NC(=O)c2ccc(N(C)S(=O)(=O)c3ccccc3)cc2)no1,-1,2,6,0
0.1,0,-10,0,11,4,CNC(=O)c1ccccc1NC(=O)C1CC(=O)N(C(C)C)C1 (stereo not drawn),-4,-2,-4,0
-0.1,3,-4,-5,0,-5,CCN(C(=O)COC(=O)C1COc2ccccc2O1)c1c(N)n(Cc2ccccc2)c(=O)[nH]c1=O (stereo not drawn),5,0,-14,1
0.5,-10,1,1,0,8,COc1cccc(NC(=O)CCC(=O)NCc2ccco2)c1,2,-2,-1,0
-0.6,-2,-1,3,-1,-12,CC1CC(C)CN(CC(=O)Nc2ccc3c(c2)OCCO3)C1 (stereo not drawn),-8,-1,-6,3
0.2,-3,0,-1,8,-4,NS(=O)(=O)c1cccc(NC(=O)CN2CCN(S(=O)(=O)c3ccc4c(c3)OCCO4)CC2)c1,2,-2,6,-1
-0.3,-4,-7,2,/,0,O=C(CSc1nnc(-c2cnccn2)n1-c1ccccc1)c1ccc(F)cc1,-1,3,-2,0
5.8,0,6,-2,-5,10,O=C(CN1CCc2[nH]c3ccccc3c2C1)N1CCCCC1,1,5,-1,-3
-7.8,5,2,15*,-5,-8,COc1ccc(-n2nc3cc(C)c(N)cc3n2)cc1Cl,4,-3,0,18
0.5,-28,2,1,3,10,NS(=O)(=O)c1ccc(CCNC(=O)c2ccc(Cn3c(=O)[nH]c4ccccc4c3=O)cc2)cc1,2,0,-8,1
0.0,-4,2,3,3,16,CC(=O)c1ccc(OCc2cc(C(=O)N(C)C(C)c3nccs3)no2)cc1 (stereo not drawn),2,3,0,0
0.4,1,-6,3,5,-1,Cc1cccc(-c2nc(C)cc(=O)[nH]2)c1,-9,-2,2,-1
-0.2,8,-6,1,1,-3,CCOC(=O)N1CCC(NC(=O)c2cc(COc3ccc(F)cc3Cl)on2)CC1,6,0,-4,2
-0.5,3,1,0,-2,2,CN(c1ccc(C(=O)NCC2CCCO2)cc1)S(=O)(=O)c1ccc(Cl)cc1 (stereo not drawn),-1,0,4,0
0.1,2,-3,4,6,-1,O=C(CSc1nnc(-c2ccoc2)o1)N1CCOCC1,-2,-2,-4,0
-0.4,8,0,-1,12,3,O=C(OCC(=O)C12CC3CC(CC(C3)C1)C2)c1ccc(O)cc1,-3,56*,-2,2
